From PubChem BioAssay
PV pol inh – inhibitors of poliovirus RNA polymerase binding and polymerization; % elongation, % (compound at 16.7 µg/mL); AID 588519; poliovirus polymerase elongation, fluorescence polarization; hits give low values; 150,000 compounds, 0.66% hits; in the data active = % elongation below about 90%; also: some results filed as inactive read as strong as hits
Target sequence (P03300 1749-2209 limits assumed): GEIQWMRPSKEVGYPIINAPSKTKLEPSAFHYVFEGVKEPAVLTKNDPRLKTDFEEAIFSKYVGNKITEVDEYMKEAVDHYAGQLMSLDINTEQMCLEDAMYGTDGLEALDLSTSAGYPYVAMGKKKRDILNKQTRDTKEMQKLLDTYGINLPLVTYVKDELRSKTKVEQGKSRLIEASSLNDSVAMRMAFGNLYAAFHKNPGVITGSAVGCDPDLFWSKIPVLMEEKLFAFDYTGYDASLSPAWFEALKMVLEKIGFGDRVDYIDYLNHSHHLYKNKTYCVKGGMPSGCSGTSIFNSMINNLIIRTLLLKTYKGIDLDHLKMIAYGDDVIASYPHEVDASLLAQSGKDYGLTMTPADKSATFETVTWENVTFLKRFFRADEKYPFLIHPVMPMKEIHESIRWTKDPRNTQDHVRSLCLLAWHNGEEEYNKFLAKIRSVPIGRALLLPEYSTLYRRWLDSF
PV pol inh FP z-score – second read-out of PV pol inh, no call of its own (marks repeat the call); z-score; measured here: FP z-score; hits read low
Numbers without * were called inactive. Only part of the results is shown (hit frequency here may not be typical).

SMILES	PV pol inh	PV pol inh FP z-score
CC1CC(=O)C2=C(C1)Nc1ccccc1N=C2 (centres undefined)	104.0	1.2
O=C1C=C(C(F)(F)F)c2ccc(NC3CCCCC3)c3cccc1c23	78.0	-8.9
Brc1ccc(-c2cc3n(c2)CCc2ccccc2-3)cc1	106.0	0.2
Cc1c(C(=O)NCCN2CCOCC2)oc2ccc3c(c12)C(O)CC1(CCCCCC1)O3 (centres undefined)	102.0	0
O=C(/C=C/N1C(=O)c2ccccc2C1=O)c1ccccc1	101.0	-0.1
Cc1nc(Nc2ccc(S(=O)(=O)N3CCCC3)cc2)c2nnn(Cc3ccccc3)c2n1	98.0	-0.9
COc1cc(NC(=O)c2ncn(-c3ccccc3)n2)cc(OC)c1	109.0	1.1
CCOC(=O)c1ccc(NS(=O)(=O)c2cn(C)c(C)n2)cc1	109.0	0.7
Cc1ccccc1C1C=C(c2ccc(Cl)cc2)Nc2nnnn21 (centres undefined)	100.0	-0.6
CCN(C(=O)Cn1nnc(-c2ccccc2)n1)c1ccccc1	102.0	0.7
CC1Sc2cc(S(=O)(=O)N3CCC(Cc4ccccc4)CC3)ccc2NC1=O (centres undefined)	104.0	0.3
CC(=O)Nc1ccc2nc(NC(=O)c3ccc(-c4ccccc4)cc3)oc2c1	99.0	-0.4
CCCCN(C(=O)Nc1ccc(OCC)cc1)C1CCN(C(C)=O)CC1	102.0	-0.1
O=C(N=c1scc(-c2ccccc2)n1-c1ccccc1)c1ccco1	104.0	0.6
O=S(=O)(Cc1ccccc1)NC1CCCCC1	100.0	-0.3
CCC(=O)N1CCCc2cc(S(=O)(=O)N3CCC(C(=O)Nc4ccc(F)c(F)c4)CC3)ccc21	109.0	0.5
CCOC(=O)N1CCN(S(=O)(=O)N2CCCC(C(=O)NCc3cccc(OC)c3)C2)CC1 (centres undefined)	113.0	0.6
COC(=O)c1cc(COC(=O)c2cc(CN3C(=O)c4ccccc4C3=O)ccc2OC)oc1C	102.0	-0.6
COc1ccccc1C(=O)c1nc2ccccc2n1C	103.0	0.3
Cc1ccc(-c2cc(C(=O)N(Cc3ccccc3)Cc3ccco3)no2)cc1F	113.0	1.1
COc1ccc(CC(=O)NC(c2ccccc2)c2ccccc2)cc1	101.0	-0.3
Nc1ccc(SC(F)(F)F)cc1	101.0	-0.3
c1ccc(CSc2nnc(-c3c[nH]c4ccccc34)o2)cc1	104.0	1
COc1ccccc1CNc1nc(-c2ccco2)nn1S(=O)(=O)c1ccc2ccccc2c1	104.0	-0.6
CCOC(=O)c1nn(-c2cccc(Cl)c2)cc(Sc2ccc(Cl)cc2)c1=O	106.0	0.6
CCN(C(=O)Cn1c(=O)oc2cc(S(=O)(=O)N3CCCC3)ccc21)c1cccc(C)c1	105.0	-0.2
N#C/C(=C\c1ccc(Cl)cc1)c1ccccc1	103.0	-0.1
CCOc1ccc2ccccc2c1C(=O)N[C@@H]1C(=O)N2[C@@H]1SC(C)(C)[C@@H]2C(=O)O	101.0	0.2
O=C(O)CCCc1nnc2n3nc(-c4ccccc4)nc3c3ccccc3n12	103.0	0.4
COc1ccc(N2CCN(c3nc(N)c4c(N)nc5c(c4c3C#N)CC(=O)N5C)CC2)cc1	100.0	-0.3
CCOC(=O)Cn1c(=O)n(CC2CCCO2)c2nc(-c3ccccc3OC)nc(C(N)=O)c21 (centres undefined)	102.0	-1
O=C(CCSc1ccc(Cl)cc1)Nc1ccccc1	100.0	-0.5
COc1ccc(S(=O)(=O)NCc2cn3ccccc3n2)cc1F	104.0	0.3
CC(=O)N1C(=O)NC2NC(=O)N(C(C)=O)C21 (centres undefined)	103.0	0.3
Cc1nn2c(=O)cc(COC(=O)c3ccc(NC(=O)COc4ccc(C)c(C)c4)cc3)nc2s1	107.0	0.1
CCN(C(=O)c1cc2cc(OC)ccc2oc1=O)c1cccc(C)c1	102.0	0.7
CC(C)CC(=O)Nc1ccc2nc(SCC(=O)N3CCCC3)sc2c1	113.0	1.3
COC(=O)c1ccc(NC(=S)N2CCOCC2)cc1	100.0	-0.2
Cc1ccc(SC(C)C(=O)Nc2ccc3c(c2)OCO3)cc1 (centres undefined)	100.0	-0.3
COc1cc2c(C(=O)Nc3ccc(F)cc3)cn(CC(C)C)c(=O)c2cc1OC	104.0	0.5
CN(C)/C=N/c1nnc(Sc2ccnc3cc(Cl)ccc23)s1	95.0	-1.6
CC(C)(C)C(=O)CSC1=NCCS1	103.0	0.6
CCCc1cc(=O)[nH]c(SC)n1	103.0	0.2
CSc1ncc2c(c1C#N)CCCC2	102.0	0.1
Nc1ccccc1-c1nnn(CC(=O)Nc2ccccc2)n1	105.0	1.7
N#CCC(=O)NC(=O)Nc1ccc(F)cc1F	108.0	0.8
CCN(CC)C(=O)C1CCCN1 (centres undefined)	104.0	0.2
Cc1cc(OCC(=O)N2CCN(CCc3ccccn3)CC2)cc(C)c1Cl	112.0	0.4
CC(C)(C)OC(=O)N1CCC(c2c(C(=O)N3CCOCC3)cnn2-c2ccccc2Cl)CC1	106.0	-0.2
Cc1ccc(N2C(=O)CSC23C(=O)N(CC(=O)NCc2ccccc2)c2ccccc23)cc1 (centres undefined)	102.0	-0.2

New compounds follow
SMILES	PV pol inh	PV pol inh FP z-score
O=C(Nc1ccc(S(=O)(=O)Nc2ncccn2)cc1)c1ccc2c(c1)C(=O)N(Cc1ccncc1)C2=O	115.0	1.7
COc1cc(OC)c(NC(=O)c2nn(C)c3c2COc2ccccc2-3)cc1Cl	122.0	1
COc1ccc(Nc2cc(C)c3cc(NC(=O)c4ccc(OC)cc4)ccc3n2)cc1	104.0	0.4
COc1ccc(NC(=O)c2cccn2-c2nnc(N3CCCCC3)s2)c(OC)c1	107.0	0
Cn1nnc2cc(C(=O)N3CCCCCC3)ccc21	102.0	0.2
Cc1cc(C(=O)COn2nnc3ccc(Cl)cc32)c(C)n1-c1ccc2c(c1)OCCO2	104.0	0.1
N#Cc1ccccc1NC(=O)C(=O)NCC(c1cccnc1)N1CCc2ccccc21 (centres undefined)	115.0	1.6
Cc1ccc(CNC(=O)C(CC(C)C)NS(=O)(=O)c2ccc3c(c2)oc(=O)n3C)cc1 (centres undefined)	102.0	-1.5
CCN1C(=O)S/C(=C\c2ccc3c(c2)OCO3)C1=O	100.0	-0.4
CSc1nc2ccc(S(=O)(=O)N3CCc4ccccc43)cc2s1	109.0	0.9
O=C(CSC1=NS(=O)(=O)c2ccccc2N1)N1CCCC1	102.0	0.6
CCc1ccc(S(=O)(=O)c2c(C(=O)c3ccccc3)cnc3ccc(CC)cc23)cc1	108.0	0.5
Cc1ccc(NC(=O)c2c(C)oc3ccc(O)c(CN4CCCC4)c23)c(C)c1	104.0	-0.6
O=C(NCC12CC3CC(CC(C3)C1)C2)C1CCCCC1C(=O)OCC(F)(F)F (centres undefined)	106.0	0.3
Cc1c(O)ccc(C(=O)COc2ccccc2)c1O	102.0	-0.2
CCCCNC1CCS(=O)(=O)C1 (centres undefined)	105.0	0.4
CCN(CC)C(=O)c1sc2c(c1C)c(=O)n(-c1ccc(Cl)c(Cl)c1)c(=O)n2CC(=O)Nc1cccc(OC)c1	102.0	-0.9
Cc1ccc(CNc2ncc(-c3ccc(C)cc3)n2C)cc1	99.0	-0.4
c1ccc(N2CCN(CCNc3ncnc4nc[nH]c34)CC2)cc1	102.0	0.4
O=C1N(CN2CCN(Cc3ccccc3)CC2)c2ccccc2C12OCCCO2	100.0	0
COc1ccccc1-n1c(=O)c2c3c(sc2n2c(=S)[nH]nc12)CCC3	103.0	0.3
Cc1cc(C)n(C(=O)c2cccc(Cl)c2)n1	103.0	0.2
Cc1oc(-c2ccc(C(=O)N3CCCCC3)cc2)nc1COc1ccccc1	100.0	-1.1
O=c1[nH]ncc(NCc2ccc(Cl)cc2)c1Cl	103.0	0.7
CCC(Cn1nnc2ccccc2c1=O)NC(=O)Nc1cccc(Cl)c1 (centres undefined)	102.0	-0.9
CCOC(=O)c1ccc(NC(=O)Cn2nc3c4ccccc4n(Cc4cccc(F)c4)cc-3c2=O)cc1	115.0	1.5
CCOC(=O)c1cc(S(=O)(=O)Nc2c(C)cc(C)cc2C)[nH]n1	106.0	-0.3
Cc1ccccc1Nc1sc(C(=O)c2ccccc2)c(N)c1C(=O)NCc1ccc(Cl)cc1	108.0	0.3
CC1Cc2cc(C3(O)C(=O)c4ccccc4C3=O)ccc2N1 (centres undefined)	100.0	-0.3
O=C(NCCSc1c[nH]c2ccccc12)c1ccc(S(=O)(=O)N2CCCC2)cc1	100.0	0.1
CCOc1ccccc1C(=O)OCC(=O)N1CCN(c2ccccc2)CC1	102.0	0.4
CCC(C(=O)Nc1ccc(OC)cc1)n1sc2ccccc2c1=O (centres undefined)	103.0	0.6
O=C(O)c1cccnc1NC1CCCC1	105.0	1
COc1nc(NCCCC(C)C)nc(N2CCC(Cc3ccccc3)CC2)n1	99.0	-0.7
Cc1nn(C)cc1S(=O)(=O)N1CCc2ccccc2C1	104.0	0.9
Cc1nc2ccc(Br)cc2c(=O)n1-c1cc(C(F)(F)F)ccc1N1CCOCC1	103.0	-0.4
Cc1ccc(Cc2nc3c(nnn3Cn3nnc(-c4ccc(Cl)cc4)n3)c(=O)[nH]2)cc1	100.0	-0.1
O=c1c(C=NCCN2CCOCC2)c(C(F)(F)F)[nH]n1-c1nc2ccccc2s1	108.0	0.6
Cn1c(COC(=O)c2sc3ccccc3c2Cl)nc2ccccc21	99.0	-0.7
CCN1CCN(c2ncc3c(n2)CC(c2cc(OC)c(OC)c(OC)c2)CC3=O)CC1 (centres undefined)	99.0	-0.4
Cc1ccc(NC(=O)c2nc3ncccn3n2)cc1	99.0	-1.4
O=C(NCCCN1CCOCC1)c1cc2ccccc2o1	104.0	0.4
COc1cc(C(=O)NCC#N)cc(OC)c1OC	99.0	-0.8
COc1ccc(OC)c(NC(=O)N2CCN(S(=O)(=O)c3ccc4c(ccn4C)c3)CC2)c1	102.0	-1.2
O=c1ccc(-c2ccc(Br)s2)n[nH]1	103.0	0.5
Cc1csc(Nc2ccccc2)[n+]1CCO	103.0	0.3
CCOc1ccccc1NC(=O)c1ccco1	102.0	-0.5
COc1ccc(Cl)cc1NC(=O)C1CCCN(c2ncnc3onc(C)c23)C1 (centres undefined)	124.0	3.3
O=S(=O)(c1ccc(Cl)cc1)c1nnn2c1nc(NCc1cccs1)c1sccc12	107.0	0.1
Cc1nc2c3ccccc3nc(NNC(=O)CCC(=O)N3CCC(C)CC3)n2n1	101.0	0.2

The listing continues:
SMILES	PV pol inh	PV pol inh FP z-score
Cc1nc(NC(=O)C2CC3CCCC(C2)C3=O)sc1C (centres undefined)	99.0	-0.7
Cc1ccn2c(Nc3ccccc3C)c(-c3cccnc3)nc2c1	111.0	0.8
CC1=C/C(=N/NC(=O)c2ccc(CSc3nncn3C)cc2)CC(C)(C)C1	101.0	0
COc1ccc(C2CC(=O)N3CN(CCC(C)C)CSC3=C2C#N)cc1OC (centres undefined)	99.0	-1.9
COc1ccc(CNC(=O)C2CCN(c3nnc(-n4cccc4CNc4ccc(C)cc4)s3)CC2)c(OC)c1	110.0	-0.1
CCN(CC)S(=O)(=O)c1ccc(O)c(C(=O)OCC(=O)NC23CC4CC(CC(C4)C2)C3)c1	101.0	0.1
O=C(NC1=NCCS1)c1cc2ccccc2o1	102.0	0.1
Cc1ccccc1-n1c(=O)c2ccccc2n(Cc2ccc(F)cc2)c1=O	110.0	1.1
CCOc1ccnc2sc(C(=O)c3cccnc3)c(N)c12	102.0	-0.2
CC1Cn2c(C(=O)NCc3ccccc3)cc3cccc(c32)S1 (centres undefined)	106.0	1.6
COc1ccccc1-c1nnc(SCC(=O)Nc2cccc3nsnc23)n1-c1ccccc1	106.0	0.9
O=C(Nc1ccccc1C(=O)NCCCO)c1ccccc1	101.0	-0.1
COc1ccc(Cl)cc1S(=O)(=O)N1CCN(CC(=O)Nc2ccccc2C(F)(F)F)CC1	104.0	0.2
COc1ccc(C2C(=O)N(C3CCCCCC3)CC(=O)N2CCc2ccccc2)cc1 (centres undefined)	101.0	-1.5
CC(=O)N(C)S(=O)(=O)c1ccc(C)cc1	102.0	0
O=C(O)CC1(CC2=NS(=O)(=O)c3ccccc3N2)CCCC1	100.0	-0.5
CCOc1cc(C(=O)Nc2ccc3nc(N4CCN(CC)CC4)cc(C)c3c2)cc(OCC)c1OCC	102.0	0.3
N#CCn1c(CN2CCCCC2C(N)=O)nc2scc(-c3ccccc3)c2c1=O (centres undefined)	127.0	2
COc1cccc2c1oc(=O)c1c(NC(C)=O)nc(-c3cccs3)nc12	103.0	0.3
O=C(NCCc1ccco1)c1ccc(Cn2c(SCc3ccccc3)nc3cccnc32)cc1	102.0	0.2
CC(=NC1CC1)c1c(C)[nH]n(-c2nc3ccccc3s2)c1=O	100.0	-0.4
CCCC(=O)Nc1ccccc1NC(=O)CCC	99.0	-0.9
CCOC(=O)N1CCN(c2nc(N)c(C#N)c(CC#N)c2C#N)CC1	105.0	0.4
CCN(CC)C(=O)NCC12CC3CC(CC(C3)C1)C2	103.0	0.5
N/C(COc1ccc(-c2nnco2)cc1)=N\OC(=O)c1ccc(Cl)cc1	103.0	0.4
